High-throughput results deposited in PubChem BioAssay by Sanford-Burnham Center for Chemical Genomics.
Apaf1 inhib: blocks human Apaf-1 apoptosome activity; AID 489030; reconstituted apoptosome caspase-3 activity, DEVD-Rh110 fluorescence; inhibition, % at 20 µM; O14727; 0.71% of 330,000 active; active = inhibition of at least 40% at 20 µM;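 also: plate controls were DMSO wells for no effect and DEVD-CHO caspase inhibitor wells for full effect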
Target sequence (O14727 whole entry, looked up): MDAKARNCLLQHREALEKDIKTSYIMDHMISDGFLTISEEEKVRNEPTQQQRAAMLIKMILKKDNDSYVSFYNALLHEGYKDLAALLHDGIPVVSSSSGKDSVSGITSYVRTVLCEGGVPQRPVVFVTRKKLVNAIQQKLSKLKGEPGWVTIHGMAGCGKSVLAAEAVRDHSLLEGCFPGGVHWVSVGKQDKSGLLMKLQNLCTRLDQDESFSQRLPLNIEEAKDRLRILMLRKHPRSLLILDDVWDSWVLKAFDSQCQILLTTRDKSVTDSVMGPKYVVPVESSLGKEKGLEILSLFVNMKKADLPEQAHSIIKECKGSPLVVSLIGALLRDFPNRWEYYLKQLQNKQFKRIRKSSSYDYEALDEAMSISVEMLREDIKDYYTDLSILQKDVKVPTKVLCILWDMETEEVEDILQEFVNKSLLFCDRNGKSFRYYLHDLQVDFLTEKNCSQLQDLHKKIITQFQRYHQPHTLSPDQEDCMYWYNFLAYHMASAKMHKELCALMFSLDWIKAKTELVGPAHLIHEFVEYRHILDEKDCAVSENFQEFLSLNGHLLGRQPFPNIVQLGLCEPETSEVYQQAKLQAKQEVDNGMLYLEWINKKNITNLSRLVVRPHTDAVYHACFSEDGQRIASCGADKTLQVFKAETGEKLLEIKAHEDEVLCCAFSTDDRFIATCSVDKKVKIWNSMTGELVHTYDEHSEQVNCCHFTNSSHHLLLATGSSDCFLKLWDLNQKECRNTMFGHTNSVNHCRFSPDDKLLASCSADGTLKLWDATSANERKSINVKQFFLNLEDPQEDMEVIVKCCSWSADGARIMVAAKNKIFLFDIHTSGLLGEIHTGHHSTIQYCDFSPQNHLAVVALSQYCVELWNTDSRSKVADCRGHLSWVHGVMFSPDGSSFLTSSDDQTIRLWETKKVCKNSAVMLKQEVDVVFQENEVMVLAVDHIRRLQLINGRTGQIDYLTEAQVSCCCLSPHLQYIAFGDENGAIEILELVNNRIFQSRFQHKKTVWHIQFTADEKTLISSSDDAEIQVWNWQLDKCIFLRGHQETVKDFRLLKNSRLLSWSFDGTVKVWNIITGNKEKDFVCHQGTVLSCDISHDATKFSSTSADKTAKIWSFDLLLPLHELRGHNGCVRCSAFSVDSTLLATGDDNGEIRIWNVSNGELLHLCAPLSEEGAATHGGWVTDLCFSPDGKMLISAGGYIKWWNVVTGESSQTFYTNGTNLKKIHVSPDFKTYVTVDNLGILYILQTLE
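detection = Rh110 fluorescence intensity | test system = biochemical Apaf-1 apoptosome reconstitution | also added = cytochrome c and DEVD-Rh110 substrate | schedule = 30 min plus 50 min, RT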
PfG6PD inh: PfG6PD (Plasmodium falciparum) enzyme inhibition; PfGluPho enzyme, NADPH resazurin-diaphorase fluorescence; inhibition, % at 20 µM; 0.78% of 350,000 active; AID 504690;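 active = inhibition reaching at least a set limit at 20 µM in the primary screen, cut at about 59% in these data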;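 also: 0% = DMSO wells with substrate and 100% = DMSO wells lacking glucose-6-phosphate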
SENP1 FRET inh: SENP1 (human) catalytic domain inhibition | recombinant SENP1 catalytic domain, CyPet-SUMO1-YPet FRET cleavage | Q9P0U3 | inhibition, % at 10 µM | 0.21% of 360,000 active;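 active = inhibition at least 30% at 10 µM, raw YFP signal under a set limit, fluorescence ratio 0.5 to 1.5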;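 also: 0% = enzyme with DMSO and 100% = no enzyme wells; some results filed as inactive read as strong as hits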
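system = hSENP1 catalytic domain, recombinant | reagent = SFCypet-SUMO1-SFYpet substrate at 25 nM | doses = one dose per compound, 10 µM, 0.5% DMSO | incubation = enzyme reaction for 50 min at room temperature, dark | measured by = FRET, CFP and YFP emission | controls = no-enzyme low, enzyme-DMSO high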
SENP7 inh: blocks the human protease SENP7; Q9BQF6; AID 434973; inhibition, % at 5 µM; 1.5% of 330,000 active; recombinant SENP7, Z-RLRGG-aminoluciferin luminescence, 40 min;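 active = inhibition above about 50% at the single test dose, limit read from the data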;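 also: plate controls were DMSO with enzyme for no effect and no enzyme buffer wells for full effect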
SENP8 block-1: blocks human SENP8 cleavage of Nedd8 substrate; AID 602440; Q96LD8; inhibition, % at 20 µM; 0.64% of 360,000 active; recombinant SENP8, Nedd8 substrate fluorescence; in the data active = inhibition mostly above about 40%, no sharp cut-off; inactive = mostly below about 27%
HKDC1 inh: inhibitors of human hexokinase HKDC1; Q2TB90; recombinant HKDC1, G6PDH/diaphorase resazurin coupled fluorescence; inhibition, % at 20 µM; 0.16% of 340,000 active; AID 493160;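 active = inhibition above about 35% when tested at 20 µM, limit read from the data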;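 also: plate controls were DMSO wells with enzyme for no effect and DMSO wells lacking enzyme for full effect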
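Test system: HK5 enzyme. Quantity: 5 µg/mL HK5 final. Reagent: glucose and ATP substrates. Schedule: 90 min reaction incubation at room temperature, dark. Technique: resazurin-to-resorufin fluorescence via G6PDH and diaphorase coupling, 525/613 nm. Control set: DMSO wells with and without enzyme mix.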
NLRP3 yeast inh: inhibitors of NALP3 inflammasome in yeast | Yeast reconstituted NLRP3/ASC/caspase-1, beta-gal luminescence, 24 h | inhibition, % at 10 µM | 0.39% of 330,000 active;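 active = inhibition of 50% or more; inactive = inhibition below 50%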;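 also: plate controls were induced DMSO wells for no effect and uninduced yeast grown without galactose for full effect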
SENP8 block-2: inhibitors of human SENP8 protease; Q96LD8; purified SENP8, Z-RLRGG-aminoluciferin cleavage, luminescence; inhibition, % at 10 µM; 1.2% of 330,000 active; AID 2540; in the data active = inhibition above about 50%
SENP6 inh: SENP6 protease inhibition; 1.8% of 330,000 active; Q9GZR1; Recombinant SENP6 catalytic domain, aminoluciferin luminescence; inhibition, % at 10 µM;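 active = inhibition above about 50% at the single tested dose, limit read from the data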;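 also: plate controls were DMSO wells with enzyme for no effect and DMSO wells lacking enzyme for full effect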
* hit, by the source's call; x = no result given.

SMILES	Apaf1 inhib	PfG6PD inh	SENP1 FRET inh	SENP7 inh	SENP8 block-1	HKDC1 inh	NLRP3 yeast inh	SENP8 block-2	SENP6 inh
CCOc1ccc(NC(=O)CN(C)C(=O)c2ccc3c(c2)S(=O)(=O)N=C2CCCCCN23)cc1OCC	x	-4.7	-1.5	x	4.3	2.5	x	x	x
COc1ccc2oc(=O)c(/C(C)=N/Nc3ccccc3)cc2c1	9.4	-8.2	-58.7	0.6	-126.0	-0.9	21.1	-3.5	1.9
Cc1ccc(NS(=O)(=O)c2cc(C(=O)O)ccc2Cl)c(C)c1	-0.4	-3.0	1.6	6.8	2.7	-2.3	1.8	-1.9	0.7
COc1ccccc1CNC(=O)[C@@H](NC(=O)C1CCN(C(=O)[C@@H]2CCCN2C(=O)OC(C)(C)C)CC1)C(C)C	0.7	-10.6	-0.5	-2.7	37.0	-3.2	9.4	0.6	-1.6
CN(C)c1ccc(NC(=O)c2sc(SCC(=O)Nc3nccs3)nc2N)cc1	1.5	9.3	7.3	-2.4	10.4	6.8	21.7	-8.6	-4.5
CCOCCCNC(=O)CN1CCN(Cc2ccc(Cl)cc2)C1=O	0.3	-2.1	0.0	-2.2	14.7	-3.2	-10.1	4.6	14.5
Cc1cc(C)n2nc(SCCCC(=O)c3ccccc3)nc2n1	-3.2	-9.3	-0.2	6.2	-2.1	-1.6	12.9	0.3	-25.3
O=C(CSc1n[nH]c(-c2cccnc2)n1)Nc1ccnc2ccccc12	-8.6	16.2	-2.1	0.0	5.1	33.2	10.0	5.9	16.9
O=C(c1cc(-c2ccc(F)cc2)no1)N1CCN(Cc2ccc3c(c2)OCO3)CC1	5.6	18.9	1.3	7.1	11.9	-4.2	25.9	-3.6	-3.7
O=C(NN1C(=O)NC2(CCCCC2)C1=O)c1ccc(Cl)s1	-6.6	-0.2	1.9	-1.4	17.5	-3.3	7.9	1.2	-12.4
COc1ccc(C(Nc2ccccn2)c2c(NC(=O)c3ccco3)sc(C)c2C)cc1OC (stereo not given)	9.2	1.1	-21.6	-2.2	-26.2	-8.2	-7.9	0.6	10.8
CCCCN(CC)Cc1ccc(CNC(=O)Nc2ccc(Cl)cc2)o1	-5.9	-9.1	-1.0	-4.4	11.9	-5.2	3.5	0.9	-3.7
Cc1ccc(C(=O)NC(CCc2ccccc2)C(=O)O)cc1 (stereo not given)	10.1	-6.7	1.7	-4.1	7.9	1.1	x	x	x
COCCNC(=O)C1CCC(CNS(=O)(=O)c2ccccc2)CC1 (stereo not given)	-1.6	-8.5	0.6	-4.1	6.3	-1.3	6.7	9.4	17.0
CCOc1ccccc1N1CCN(Cc2ccc(OC)c(OC)c2)CC1	-0.4	-9.6	2.0	6.2	22.3	-6.8	16.7	-0.1	7.1
Cc1cc(Cl)ccc1NC(=O)c1ccc2c(c1)CCN2S(C)(=O)=O	-169.9	7.8	1.3	2.2	11.7	-3.5	0.8	-1.6	-1.0
Cc1ccsc1C(=O)OC1CCOC1=O (stereo not given)	-1.5	-2.8	1.4	6.7	7.9	-1.4	2.7	-3.6	18.0
O=C(O)Cc1ccc(NC(=S)Nc2ccc(Br)cc2Cl)cc1	10.1	3.4	2.7	-8.6	19.1	-6.3	-5.5	-6.0	-24.3
CC(/C=N/NC(=O)CSc1nc2ccccc2n1C)=C\c1ccco1	-0.5	17.7	-3.2	0.1	8.9	5.7	-6.9	6.7	2.9
O=C(NCc1nc2ncc(Br)cc2[nH]1)c1ccccc1	-6.3	7.5	-15.8	3.0	-11.6	-1.6	5.4	4.2	-4.8
CCCOC(=O)C1C2C=C[C@]3(CN(CCc4ccccc4)C(=O)[C@H]13)O2 (stereo not given in full)	2.1	-7.8	0.5	4.4	17.5	0.2	8.4	0.2	8.7
CN(Cc1ccccc1)S(=O)(=O)c1ccc(Cl)c(C(=O)NCc2ccc3c(c2)OCO3)c1	19.8	-5.7	-1.3	-4.9	-4.4	0.2	13.1	-12.3	-8.9
COc1cc(NC(=S)N2CCN(c3ccccn3)CC2)c(OC)cc1Cl	15.3	33.7	-2.0	-7.0	15.7	-7.3	15.4	-7.0	-6.3
O=C(N/C(=C/c1ccccc1Cl)C(=O)N1CCCCC1)c1ccco1	-4.4	-4.9	1.8	14.2	-2.5	4.2	10.3	-5.1	-9.7
Cc1ccc(S(=O)(=O)N/N=C/c2cc(Br)ccc2O)cc1	-11.5	-16.6	-1.1	-2.4	-34.8	-0.8	-18.4	-0.1	7.6
Cc1[nH][nH]c(=O)c1C(c1ccccc1[N+](=O)[O-])C(C#N)C#N (stereo not given)	0.3	8.9	-104.8	-6.5	-150.9	-8.2	24.9	-3.8	-9.0
CC(=O)c1cccc(NC(=O)C2CCN(C(=O)c3cccs3)CC2)c1	-9.7	-9.3	2.0	0.9	-1.2	-4.2	18.0	14.0	-8.3
Cc1ccc(C(=O)Nc2cccnc2)cc1S(=O)(=O)N1CCCCC1	6.4	-2.5	3.4	1.4	-1.3	-6.5	8.5	-4.1	7.0
Cc1ccc(C)c(NC(=O)c2ccccc2NS(=O)(=O)c2cc([N+](=O)[O-])ccc2C)c1	7.8	-36.2	0.8	-0.9	19.9	7.1	-1.4	-2.6	-7.9
CC(C)c1ccc(N(CC(=O)N/N=C/c2ccc(OC3CSC3)cc2)S(=O)(=O)c2ccccc2)cc1	-7.2	2.7	2.1	4.0	13.3	7.7	11.4	1.8	14.1
O=Cc1cc(N=Nc2ccc(S(=O)(=O)O)cc2)ccc1O	19.9	-20.9	6.5	-24.6	12.1	8.9	10.6	-11.4	-7.9
CCC(c1nnnn1C(C)(C)C)N1CCN(C2CCCC2)CC1 (stereo not given)	12.5	-6.3	-1.3	3.1	2.6	1.9	19.1	0.6	-6.0
COc1cccc(NC(=O)CCNS(=O)(=O)c2ccc3c(c2)CC(C)N3C(=O)C2CC2)c1 (stereo not given)	3.3	5.4	-0.1	0.4	8.9	7.1	-15.9	3.5	6.9
CCSc1nnc(NC(=O)C2CC=CCC2C(=O)O)s1 (stereo not given)	-6.2	-19.9	-0.5	-1.2	22.5	-6.4	-8.4	5.1	-8.5
COc1ccccc1NC(=O)c1c(Nc2ccccc2C)sc(C(=O)Nc2cccc(Cl)c2)c1N	24.7	-2.8	0.0	-2.0	22.5	-6.0	8.1	-8.9	-23.7
CNS(=O)(=O)c1cccc(C(=O)OCC(=O)N(CCC#N)c2ccccc2)c1	-9.8	-1.5	-0.3	-3.7	6.0	8.5	17.6	-9.8	-2.3
Cc1cc(NC(=O)COC(=O)c2c(C)nn(-c3ccccc3)c2C)no1	-0.3	-5.3	-0.1	7.1	14.3	0.2	11.0	6.9	2.2
Cc1ccc(CNC(=O)C23CN(Cc4ccccc4)CC2C(c2cccc([N+](=O)[O-])c2)=NO3)cc1 (stereo not given)	4.4	21.5	-0.8	-1.9	17.9	-1.2	25.1	-1.7	-11.0
COc1ccc(OC)c(NC(=O)C2CC(=O)N(c3ccccc3)C2)c1 (stereo not given)	1.8	-7.4	0.3	2.4	35.6	6.7	8.8	-3.6	-0.2
O=C(CCn1c(=O)[nH]c2ccsc2c1=O)Nc1ccc(F)c(F)c1	8.8	2.9	2.1	-4.8	12.7	2.1	12.6	-9.3	-16.4
CCC(Sc1ccc2nnc(-c3cccnc3)n2n1)C(=O)OC (stereo not given)	-5.1	-14.6	3.1	3.5	-27.8	-3.2	13.7	-0.1	2.5
N#Cc1c(Cl)nc(-c2cccnc2)nc1-c1ccccc1	-4.9	x	x	7.8	x	x	1.0	5.5	0.3
O=C1C2C(C(=O)N1/N=C/c1ccc(N3CCCCC3)o1)C1C=CC2C12CC2 (stereo not given)	6.1	43.0	-12.0	2.3	-11.8	-7.3	1.3	-6.6	1.0
CCOc1ccc(C2C(C(=O)Nc3cc(C)on3)c3ccccc3C(=O)N2CCN2CCOCC2)cc1 (stereo not given)	-3.0	-5.6	2.0	-5.8	14.4	-5.5	-5.1	-4.6	-17.7
O=C(NNC(=O)c1ccccc1O)c1cccc(Br)c1	2.9	-39.2	1.6	-8.1	11.0	-10.8	6.8	2.8	9.2
C/C(=N/NC(=O)c1cc(O)c(O)c(O)c1)c1ccc([N+](=O)[O-])cc1	x	38.0	1.2	x	15.4	19.1	x	x	x
O=C(Oc1ccc(Br)cc1C(=S)N1CCCCC1)c1cc([N+](=O)[O-])cc([N+](=O)[O-])c1	8.2	-6.2	3.5	6.6	43.8*	-5.9	12.6	2.3	-2.2
COc1cc(CCC(=O)Nc2c(C(=O)N3CCN(c4ccccc4OC)CC3)oc3ccccc23)on1	13.5	7.5	1.6	0.1	3.2	7.3	2.3	-7.5	-2.7
Cc1ccc(S(=O)(=O)N2CCN(CC(=O)N/N=C\c3ccccn3)CC2)cc1	-0.8	11.7	0.8	1.4	17.4	-8.1	-8.8	-1.5	23.2
Cc1cc(Cl)ccc1OCCCC(=O)NO	-3.2	-39.0	-1.5	-3.1	28.4	0.3	23.0	-5.2	-4.3
COc1cc(NC(=O)CN2C(=O)NC(c3ccccc3)(c3ccccc3)C2=O)cc(OC)c1	22.7	13.0	1.2	12.5	10.9	-1.0	11.3	-0.9	0.2
CCc1nc2ccccc2n(CC)c1=O	-1.0	-6.7	3.1	1.2	-109.8	-7.6	-2.1	2.9	-0.7
C#CCOCCOCCOCCNc1nc(N2CCN(C(=O)CCCCCCCCCCNC(=O)[C@@H](CCSC)n3cc(CCO)nn3)CC2)nc(N2CCN(C(=O)CCCCCCCCCCNC(=O)[C@@H]([C@H](C)O)n3cc(C)nn3)CC2)n1	33.5	12.3	1.6	2.6	17.5	-2.6	8.2	2.5	7.5
CCOC(=O)C1CCCN(c2ccc(NC(=O)c3snc4c(=O)[nH]c(C)nc34)cc2)C1 (stereo not given)	3.0	12.7	2.4	3.0	20.4	-13.3	18.9	3.8	-12.9
CC(C)OC(=O)C1C(=O)CC(C)(O)C(C(=O)OC(C)C)C1c1ccccc1 (stereo not given)	-0.5	-3.7	-0.2	2.8	8.2	-4.2	0.2	-5.9	5.8
CC1=Nc2cc(Cl)ccc2Oc2ccccc21	17.6	23.0	-1.1	1.0	9.9	-11.9	35.1	9.1	5.8

Individual results from the entries so far.
Value of CC1=Nc2cc(Cl)ccc2Oc2ccccc21 under SENP1 FRET inh: -1.1
Value of CCOC(=O)C1CCCN(c2ccc(NC(=O)c3snc4c(=O)[nH]c(C)nc34)cc2)C1 (stereo not given) under SENP8 block-1: 20.4
Value of CCc1nc2ccccc2n(CC)c1=O under NLRP3 yeast inh: -2.1

Full records as entered above.
C/C(=N/NC(=O)c1cc(O)c(O)c(O)c1)c1ccc([N+](=O)[O-])cc1 in the list: Apaf1 inhib: x; PfG6PD inh: 38.0; SENP1 FRET inh: 1.2; SENP7 inh: x; SENP8 block-1: 15.4; HKDC1 inh: 19.1; NLRP3 yeast inh: x; SENP8 block-2: x; SENP6 inh: x
Cc1ccc(S(=O)(=O)N2CCN(CC(=O)N/N=C\c3ccccn3)CC2)cc1 in the list: Apaf1 inhib: -0.8; PfG6PD inh: 11.7; SENP1 FRET inh: 0.8; SENP7 inh: 1.4; SENP8 block-1: 17.4; HKDC1 inh: -8.1; NLRP3 yeast inh: -8.8; SENP8 block-2: -1.5; SENP6 inh: 23.2

The order is random (roughly 4.1% active in at least one column).
